EphB4 ephrin blk – antagonists of human EphB4-ephrin-B2 interaction. inhibition, % at 7 µM. AID 720. EphB4 LBD / TNYL-RAW-Alexa532 peptide, fluorescence polarization. 97,000 tested, 0.15% active;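 active = inhibition above the screen-wide mean inhibition plus 3 SD, cut at about 15% in these data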;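 also: 0% = DMSO wells and 100% = excess unlabeled TNYL-RAW peptide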
PLK1 kinase inh – inhibitors of human PLK1 kinase; recombinant PLK1 kinase, TR-FRET peptide phosphorylation; inhibition, % at 10 µM; 97,000 tested, 0.53% active;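 active = inhibition of 50% or more in the single-concentration screen; inactive = inhibition below 50%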;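 also: 0% = DMSO max control and 100% = H-89 dihydrochloride min control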
Target sequence (P53350 whole entry, looked up): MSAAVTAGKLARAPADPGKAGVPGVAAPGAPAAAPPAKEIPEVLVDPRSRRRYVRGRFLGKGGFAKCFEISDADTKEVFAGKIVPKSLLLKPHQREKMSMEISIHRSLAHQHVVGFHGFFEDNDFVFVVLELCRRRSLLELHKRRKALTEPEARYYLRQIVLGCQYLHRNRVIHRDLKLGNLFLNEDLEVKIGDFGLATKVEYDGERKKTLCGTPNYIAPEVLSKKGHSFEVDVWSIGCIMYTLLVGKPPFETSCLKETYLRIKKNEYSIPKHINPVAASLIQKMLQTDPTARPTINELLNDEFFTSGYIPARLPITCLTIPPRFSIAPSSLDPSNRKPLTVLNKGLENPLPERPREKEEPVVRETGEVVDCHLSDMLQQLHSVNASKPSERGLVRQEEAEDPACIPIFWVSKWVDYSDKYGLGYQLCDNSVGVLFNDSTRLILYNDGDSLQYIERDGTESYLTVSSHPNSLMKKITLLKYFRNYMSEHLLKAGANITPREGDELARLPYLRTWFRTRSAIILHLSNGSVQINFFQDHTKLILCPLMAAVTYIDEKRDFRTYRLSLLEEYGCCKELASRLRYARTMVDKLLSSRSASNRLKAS
Rev-RRE block – HIV Rev-RRE protein-RNA interaction inhibition. Rev peptide-RRE RNA binding, FRET. inhibition, % at 8 µM. 97,000 tested, 0.79% active;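 active = inhibition above the screen-wide mean plus 3 SD, cut at about 35% in these data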;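 also: 0% = median DMSO wells and 100% = median Neomycin B control wells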
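Test system – labelled RRE RNA duplex and labelled Rev peptide · Reagent – labelled Rev peptide · Doses – one concentration, 8 µM nominal · Incubation – 5 + 15 min at 25 °C · Signal – FRET fluorescence readout · Read-out basis – % inhibition of FRET ratio versus controls · Control set – DMSO wells as 0% and neomycin B wells as 100% inhibition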
CYP2C9 activ – CYP2C9 (human) activation. activation factor at 5 µM. P11712. 96,000 tested, 1.4% active. recombinant CYP2C9, luciferin-H conversion, luminescence; stronger effect = higher value; factor 1 = untreated enzyme, 0 = blocked. AID 1024;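 active = activation factor of 2 or more for CYP2C9 at a 5 µM dose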;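 also: 0 = sulfaphenazole-blocked wells and 1 = vehicle-only wells; values of inactives mirror those of a sister screen read the other way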
Target sequence (P11712 whole entry, looked up): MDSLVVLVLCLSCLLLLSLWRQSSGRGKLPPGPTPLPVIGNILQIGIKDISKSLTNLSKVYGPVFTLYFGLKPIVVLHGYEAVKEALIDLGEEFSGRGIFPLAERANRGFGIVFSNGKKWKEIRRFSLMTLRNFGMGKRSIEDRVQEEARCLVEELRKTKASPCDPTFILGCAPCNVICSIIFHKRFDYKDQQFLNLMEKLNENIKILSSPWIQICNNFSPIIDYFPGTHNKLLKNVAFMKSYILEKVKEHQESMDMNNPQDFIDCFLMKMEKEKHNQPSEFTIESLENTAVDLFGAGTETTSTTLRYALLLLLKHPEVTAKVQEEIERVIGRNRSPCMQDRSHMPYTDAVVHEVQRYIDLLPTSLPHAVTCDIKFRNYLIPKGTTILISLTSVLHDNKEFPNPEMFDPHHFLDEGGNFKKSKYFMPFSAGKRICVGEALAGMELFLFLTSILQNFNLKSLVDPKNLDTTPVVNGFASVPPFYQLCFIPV
PTPN22 act – increases human PTPN22 phosphatase activity; recombinant LYP, DiFMUP fluorescence; 0 = plate median, 100 = signal doubled; activation, % at 2 µM; 96,000 tested, 0.11% active;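 active = activation at 2 µM above a set limit, the mean plus 5 SD, cut at about 37% in these data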
Calb biofilm kill – kills Candida albicans biofilms; AID 834; inhibition, % at 6 µM; 85,000 tested, 0.14% active; C. albicans biofilm + clotrimazole, Alamar Blue;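 active = inhibition above 20%; inactive = inhibition below 20%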;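 also: preformed 24 hr biofilms exposed to compound for 48 hr; 0% = biofilm without compound and 100% = blank killed by clotrimazole plus chlorhexidine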
LYP inh 2 – inhibitors of human LYP (PTPN22) phosphatase; 96,000 tested, 0.21% active; inhibition, % at 2 µM; Q9Y2R2; recombinant LYP catalytic domain, DiFMUP fluorescence;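 active = inhibition at 2 µM at or above a set limit, the screen mean plus 3 SD, cut at about 24% in these data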;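 also: 0% = DMSO with enzyme and 100% = enzyme fully blocked by orthovanadate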
CYP2C9 inh – inhibitors of human CYP2C9 | P11712 | inhibition, % at 5 µM | CYP2C9 Supersomes, luciferin-H conversion, luminescence | 96,000 tested, 20% active;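 active = blocking of liver enzyme CYP2C9 beyond about 50% at 5 µM, limit read from the data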; also: values of inactives mirror those of a sister screen read the other way
PLK1 PBD inh – blocks phosphopeptide binding to human Plk1 polo box domain; P53350; Plk1 PBD phosphopeptide binding, fluorescence polarization; inhibition, %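 (tested at about 20 µM)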; 97,000 tested, 0.13% active; in the data active = inhibition above about 34%, passing the limit was not always enough
* marks the source's active call; other numbers are inactive results; nt = no result given.

Screens in order – CYP2C9 inh | Rev-RRE block | CYP2C9 activ | EphB4 ephrin blk | Calb biofilm kill | PLK1 kinase inh | PLK1 PBD inh | PTPN22 act | LYP inh 2
> COC(=O)CSc1ncccc1-c1nc2ccccc2[nH]1
    43 | 4 | 0.6 | 1 | 7 | -7 | -9 | 3 | 0
> COc1cc(C2C(C(=O)c3ccco3)=C(O)C(=O)N2Cc2cccnc2)cc(OC)c1OC (stereo not drawn)
    7 | 4 | 0.9 | -5 | nt | -8 | -20 | 5 | -6
> CC(C)CCNC(=O)CN(CC1CCCO1)C(=O)CCC(=O)Nc1nccs1 (stereo not drawn)
    3 | 5 | 1 | 7 | 3 | 15 | 11 | -4 | 1
> COc1cccc2cc(C(=O)N3CCN(c4ccccn4)CC3)c(=O)oc12
    13 | 8 | 0.9 | -1 | nt | -4 | -19 | -5 | 7
> CCN(CC(=O)NCc1cccs1)C(=O)c1cc(S(=O)(=O)N2CCOCC2)ccc1C
    20 | 2 | 0.8 | -4 | 6 | -11 | -6 | 5 | -4
> Cc1cc(=O)oc(C)c1C(=O)O
    10 | 7 | 0.9 | -1 | 7 | -7 | -7 | 0 | 0
> COc1ccccc1NC(=O)CSc1nnc(Cn2nnc(-c3ccccc3)n2)n1-c1ccccc1
    40 | 2 | 0.6 | -7 | 5 | -3 | -10 | -2 | 1
> CC(=O)Nc1nonc1NC(=O)c1ccc(F)cc1
    -5 | 0 | 1 | -3 | 0 | -4 | -2 | 11 | -10
> O=C1CCCC2=C1C(c1ccc(OS(=O)(=O)c3ccc(Cl)cc3)cc1)C1=C(CCCC1=O)O2
    -17 | 6 | 1.2 | 10 | nt | -8 | 0 | 15 | -10
> Nc1sc2c(c1C(=O)NC1CCS(=O)(=O)C1)CCC2 (stereo not drawn)
    36 | 19 | 0.6 | -5 | -1 | -6 | -4 | -2 | 0
> Cc1cc(C)c2c(=O)n(CC(=O)N3CCC(N4CCCCC4)CC3)sc2n1
    35 | 0 | 0.7 | -4 | 5 | -10 | -2 | -9 | 6
> COc1ccc(NC(=O)CSc2nccn2-c2ccccc2)cc1
    69* | 3 | 0.3 | 8 | 0 | -18 | 14 | -4 | 5
> O=C(NCc1cccnc1)c1ccc(CS(=O)(=O)c2ccc(Cl)cc2)o1
    93* | 6 | 0.1 | 3 | 6 | -4 | -16 | 12 | -12
> CC1CCCC(NC(=O)COC(=O)c2ccc(S(=O)(=O)N3CCOCC3)cc2)C1C (stereo not drawn)
    23 | 5 | 0.8 | 2 | 9 | -9 | -27 | -3 | 3
> CCOC(=O)C1CCCN(C2CC(=O)N(c3ccc(C)cc3)C2=O)C1 (stereo not drawn)
    29 | 4 | 0.7 | -5 | 8 | -1 | 2 | 3 | -2
> CCCCn1c(-c2nn(C)c(C)c2Cl)n[nH]c1=S
    18 | 2 | 0.8 | 3 | 0 | -5 | -5 | 6 | -5
> CCOC(=O)c1nnn(-c2nonc2N)c1COc1cc(C)c(Cl)c(C)c1
    3 | 9 | 1 | -3 | -4 | 1 | 3 | -15 | 14
> CCOCCCN(Cc1cc2cc(C)cc(C)c2[nH]c1=O)C(=O)N(CC)CC
    17 | 4 | 0.8 | 12 | 1 | -7 | 7 | -6 | 4
> C=CCN1C(=O)C2C(C(=O)NC3CCCCC3)C3C=CC2(O3)C1C(=O)NC1CCCC1 (stereo not drawn)
    -14 | -1 | 1.1 | -2 | 4 | -15 | 34 | -6 | 6
> CC(=O)N=c1cccc(NC(C)=O)n1O
    -16 | 8 | 1.2 | 4 | 3 | 4 | 25 | -7 | 6
> O=C(NCCN1CCOCC1)c1cccc(S(=O)(=O)N2CCCCCC2)c1
    9 | 6 | 0.9 | 7 | 7 | -2 | 6 | 2 | 2
> Cc1ccc(NC(=O)c2ccc3c(c2)OCCO3)cc1
    14 | -1 | 0.9 | -2 | 5 | -17 | -21 | 8 | -6
> CCOC(=O)C(C)n1cnc2c(nnn2-c2ccc(C)cc2)c1=O (stereo not drawn)
    16 | 1 | 0.8 | 0 | -1 | -1 | 3 | 3 | -3
> COc1cccc(CN2C(=O)CCC2(C)C(=O)NC2CCCC2)c1 (stereo not drawn)
    -79 | 8 | 1.8 | 5 | 11 | -8 | -4 | -8 | 8
> O=C(CN(Cc1ccco1)C(=O)Cn1nnc(-c2cccs2)n1)NCc1ccccc1
    50 | 7 | 0.5 | 0 | 2 | -7 | -4 | 4 | -6
> CN1C(=O)CC(N2CCC(C(N)=O)CC2)C1=O (stereo not drawn)
    nt | 2 | nt | -2 | -2 | -18 | -5 | 12 | -11
> COCCSc1ccccc1C(=O)Nc1nccs1
    34 | 4 | 0.7 | 5 | 4 | -10 | -20 | 11 | -16
> CC(=O)C1=C(O)C(=O)N(CCN2CCOCC2)C1c1ccccc1 (stereo not drawn)
    15 | 10 | 0.8 | 4 | 5 | -10 | 29 | 3 | -4
> CC(=O)N1CCN=C1SCc1cccc(C(F)(F)F)c1
    16 | 8 | 0.8 | -1 | nt | -4 | 4 | 5 | -6
> CC1(C)CC(=O)c2cc(C(=O)N3CCCCC3)c(=O)n(-c3ccc(Cl)cc3)c2C1
    nt | -1 | nt | -6 | 2 | -9 | -14 | 2 | 0
> COc1ccc(N2CCN(C(=O)C3CCN(S(=O)(=O)N4CCOCC4)CC3)CC2)cc1
    3 | -3 | 1 | -1 | 5 | 0 | 9 | 5 | -7
> COc1cc(NS(=O)(=O)c2ccc(NC(C)=O)cc2)cc(OC)c1
    44 | 7 | 0.6 | -2 | 4 | -5 | -24 | 4 | -7
> Cc1cc(C)n2nc(Nc3ccccc3)cc2n1
    20 | 2 | 0.8 | 6 | nt | 1 | -5 | -7 | 4
> CCOC(=O)c1c(C)nc2c(c1-c1ccc(OC)c(OC)c1)C(=O)c1ccccc1-2
    -2 | 6 | 1 | -3 | nt | -15 | 26 | -2 | 1
> Cc1ccc(S(=O)(=O)N2CCN(S(=O)(=O)N3CCCCC3)CC2)cc1
    -5 | 2 | 1.1 | 3 | 5 | -14 | 14 | -8 | 8
> CCCS(=O)(=O)N1CCC(C(=O)NC2CCCC(C)C2C)CC1 (stereo not drawn)
    8 | 5 | 0.9 | 1 | nt | -8 | 23 | 1 | 3
> Cc1nc2n(n1)C(c1ccccc1)C1=C(CC(c3ccco3)CC1=O)N2 (stereo not drawn)
    0 | 0 | 1 | -1 | 5 | -2 | 2 | 11 | -12
> O=C(C1CCN(S(=O)(=O)c2cccc3nsnc23)CC1)N1CCc2ccccc2C1
    -95 | 12 | 1.9 | 6 | 8 | 1 | -11 | -5 | 3
> CN(c1ccc(OCc2nnc(-c3ccccc3)o2)cc1)S(=O)(=O)c1ccccc1
    98* | 9 | 0 | 2 | 3 | -10 | -25 | -12 | 8
> CCN(CCNc1ccc(Cl)cc1[N+](=O)[O-])C(=O)c1cc([N+](=O)[O-])c(N(C)C)cc1OC
    80* | 3 | 0.2 | 0 | nt | -14 | -19 | 10 | -12
> COc1ccccc1NC(=O)CSc1nnc(-c2ccc(C)cc2)o1
    -1 | 10 | 1 | -1 | 9 | -20 | -13 | 1 | -4
> COC(=O)c1cc(NC(=O)Cc2ccc(OC)c(OC)c2)cc(C(=O)OC)c1
    82* | 12 | 0.2 | -3 | 3 | -14 | -3 | -4 | 6
> O=C(O)C1CC=CCC1C(=O)c1ccccc1 (stereo not drawn)
    13 | 11 | 0.9 | 3 | -2 | -13 | -20 | -11 | 12
> COc1ccc(CC(=O)N2CCN=C2SC)cc1
    4 | 6 | 1 | -5 | 4 | -7 | -8 | 2 | -5
> O=C(CCCOc1ccc(Cl)cc1Cl)Nc1cccnc1
    52* | 3 | 0.5 | 2 | nt | -1 | -26 | -5 | 4
> CC(C)C(=O)Nc1ccc(C(=O)N2CCCCCC2)cc1
    -21 | 7 | 1.2 | 7 | -2 | -8 | -17 | -3 | 2
> CC(C)OC(=O)CN1C(=O)C(C)(C)Oc2ccc(C(=O)NC(C)(C)C)cc21
    73* | -2 | 0.3 | 6 | -7 | -3 | 12 | 13 | -15
> CCOC(=O)C1C(=O)C=C(/C=C/c2ccccc2)CC1c1ccc(Cl)cc1 (stereo not drawn)
    21 | 8 | 0.8 | -1 | nt | -5 | -1 | -5 | 7
> Cc1ccccc1C(NC(N)=O)c1ccccc1 (stereo not drawn)
    29 | 4 | 0.7 | -3 | nt | -13 | -7 | -6 | 4
> COc1cc(C(=O)NCC2CCCO2)ccc1OCc1c(C)noc1C (stereo not drawn)
    18 | -2 | 0.8 | -8 | 7 | -1 | 2 | -1 | -2

Part of the list above, set out differently.
> O=C(NCc1cccnc1)c1ccc(CS(=O)(=O)c2ccc(Cl)cc2)o1
  CYP2C9 inh: 93*; Rev-RRE block: 6; CYP2C9 activ: 0.1; EphB4 ephrin blk: 3; Calb biofilm kill: 6; PLK1 kinase inh: -4; PLK1 PBD inh: -16; PTPN22 act: 12; LYP inh 2: -12

> CC1CCCC(NC(=O)COC(=O)c2ccc(S(=O)(=O)N3CCOCC3)cc2)C1C (stereo not drawn)
  CYP2C9 inh: 23; Rev-RRE block: 5; CYP2C9 activ: 0.8; EphB4 ephrin blk: 2; Calb biofilm kill: 9; PLK1 kinase inh: -9; PLK1 PBD inh: -27; PTPN22 act: -3; LYP inh 2: 3

> CCOC(=O)C1CCCN(C2CC(=O)N(c3ccc(C)cc3)C2=O)C1 (stereo not drawn)
  CYP2C9 inh: 29; Rev-RRE block: 4; CYP2C9 activ: 0.7; EphB4 ephrin blk: -5; Calb biofilm kill: 8; PLK1 kinase inh: -1; PLK1 PBD inh: 2; PTPN22 act: 3; LYP inh 2: -2

Other records:
Screens in order – CYP2C9 inh | Rev-RRE block | CYP2C9 activ | EphB4 ephrin blk | Calb biofilm kill | PLK1 kinase inh | PLK1 PBD inh | PTPN22 act | LYP inh 2
> Cc1cc(C)c(C#N)c(SCC(=O)NC(C)(C)C)n1
    19 | 0 | 0.8 | -4 | 10 | -2 | -4 | -6 | 4
> O=C(N/N=C/c1ccccc1Cl)c1ccc(F)cc1
    -30 | 1 | 1.3 | 1 | nt | -12 | -3 | 1 | 1
> Cc1ccc(-c2cc(C(=O)N3CCN(c4ncccn4)CC3)c3ccccc3n2)cc1
    98* | 4 | 0 | 1 | 4 | 1 | -8 | 6 | -8
> O=C1OCCC1S(=O)(=O)c1ccc2ccccc2c1 (stereo not drawn)
    -402 | 3 | 5* | 1 | -1 | -9 | 8 | -2 | 3
> Cc1ccc(CNC(=O)c2ccc(Cl)cc2[N+](=O)[O-])cc1
    -44 | 4 | 1.4 | 2 | nt | -12 | 13 | 8 | -5
> Cc1cccc(N2CCN(C(=O)c3cccn4c(=O)c5c(C)c(C)sc5nc34)CC2)c1C
    96* | 6 | 0 | -1 | -4 | -11 | 19 | -2 | 5
> COc1ccc(-c2noc(-c3cccc(OC)c3OC)n2)cc1OC
    -101 | 12 | 2* | 3 | 10 | -107 | -3 | nt | nt
> O=C(c1cn(-c2ccccc2)nc1-c1cccs1)N(CCO)Cc1ccccc1
    69* | 8 | 0.3 | 6 | 4 | 19 | -18 | 5 | -7
> Clc1ccc(OCc2nc(-c3ccccn3)no2)c(Br)c1
    -1 | 5 | 1 | -2 | 7 | 6 | -10 | -4 | 2
> Cc1cc(NC(=O)CSc2nc3c(c(=O)n2-c2ccc(Br)cc2)SCC3)no1
    nt | -4 | nt | -5 | 5 | -12 | -6 | 4 | -3
> Cc1cc(C)n(CC(=O)c2ccc(Br)cc2)c(=O)c1C#N
    7 | -2 | 0.9 | 0 | 8 | -13 | 10 | -5 | 6
> O=C(CSc1nnnn1-c1ccccc1)N1CCc2ccccc21
    -9 | 2 | 1.1 | 6 | 3 | -5 | -29 | -1 | 0
> Cc1ccc(-c2noc(CCC(=O)NCc3ccc4c(c3)OCO4)n2)cc1
    9 | 3 | 0.9 | 0 | 6 | -10 | -30 | 1 | 0
